Assay outcomes from PubChem BioAssay.
RGS4 block = human RGS4 inhibition. P49798. HEK293 M3R/RGS4 inducible, Fluo-4 calcium flux; active compounds read high; triggered by carbachol at its EC20. B-score at 10 µM. actives 0.45% (n = 310,000);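 active means B-score, a plate-corrected calcium signal, over three deviations above library mean, with baseline fluorescence within five deviations of library mean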;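 further: RGS4 expression induced by doxycycline in cells with stable M3 receptor; B-score is computed from the integrated fluorescence ratio over baseline after carbachol; higher B-score means a larger calcium signal and so more RGS4 inhibition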
MrgX1 allo act = human MrgX1 positive allosteric modulation, primary screen | Q96LB2 | MrgX1-HEK293, Fluo-4 calcium flux, FDSS; active compounds read high | B-score at 10 µM | actives 0.63% (n = 310,000) | AID 588675;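 active means plate-corrected calcium response at least 3 library SD above typical, normal starting fluorescence, not activating the receptor alone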;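 further: compound read alongside a low EC10 to EC30 dose of BAM8-22 agonist; peak minus trough fluorescence over baseline measured at the second addition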
TRPC6 inh = inhibitors of mouse TRPC6 channel. Q61143. HEK293-TRPC6, membrane potential dye, ACh-evoked depolarization; active compounds read low. AID 2553. B-score at 10 µM. actives 1.1% (n = 310,000);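 active means B-score under library mean minus 3 SD, initial fluorescence not abnormally high, positive integrated signal ratio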;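 further: B-score derived from integrated fluorescence ratio over the kinetic read; more negative B-score means stronger inhibition of depolarization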
TRPC4 block = blocks the mouse TRPC4 cation channel | HEK293 TRPC4beta/mu-opioid, DAMGO-evoked Fluo4 calcium flux; active compounds read low | B-score at 10 µM | actives 0.39% (n = 300,000) | AID 2247;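 active means B-score over 3 SD under the library average, no early fluorescence shift, positive overall ratio signal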
Target sequence (Q9QUQ5 whole entry, looked up): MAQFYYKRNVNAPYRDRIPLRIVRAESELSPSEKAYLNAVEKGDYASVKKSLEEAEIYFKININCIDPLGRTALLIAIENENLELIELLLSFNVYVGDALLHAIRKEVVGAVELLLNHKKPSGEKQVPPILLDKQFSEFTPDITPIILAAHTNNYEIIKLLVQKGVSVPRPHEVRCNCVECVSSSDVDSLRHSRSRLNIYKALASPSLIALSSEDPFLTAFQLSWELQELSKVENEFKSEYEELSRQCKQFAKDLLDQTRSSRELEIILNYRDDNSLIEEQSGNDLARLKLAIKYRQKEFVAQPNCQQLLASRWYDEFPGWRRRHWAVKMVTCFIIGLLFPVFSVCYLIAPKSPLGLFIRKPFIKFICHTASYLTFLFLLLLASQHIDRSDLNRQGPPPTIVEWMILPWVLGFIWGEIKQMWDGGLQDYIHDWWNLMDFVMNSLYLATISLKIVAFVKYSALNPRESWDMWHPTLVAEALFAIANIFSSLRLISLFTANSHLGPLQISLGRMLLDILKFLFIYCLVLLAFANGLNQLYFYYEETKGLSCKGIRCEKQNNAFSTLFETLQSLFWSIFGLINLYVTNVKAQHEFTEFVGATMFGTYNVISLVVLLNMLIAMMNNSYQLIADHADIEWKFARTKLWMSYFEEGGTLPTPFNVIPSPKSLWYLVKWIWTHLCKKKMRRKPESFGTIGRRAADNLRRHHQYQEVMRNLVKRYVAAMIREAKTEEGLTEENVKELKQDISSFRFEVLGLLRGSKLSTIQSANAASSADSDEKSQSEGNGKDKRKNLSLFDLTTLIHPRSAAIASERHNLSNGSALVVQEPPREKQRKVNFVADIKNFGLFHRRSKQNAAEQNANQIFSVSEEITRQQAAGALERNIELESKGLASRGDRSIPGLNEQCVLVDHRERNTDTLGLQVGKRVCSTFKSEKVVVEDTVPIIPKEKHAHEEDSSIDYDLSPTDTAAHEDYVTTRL
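Assay system: HEK293 cells with stable TRPC4beta plus mu-opioid receptor expression. Dosing: single dose. Measured by: Fluo4 Ca2+ flux fluorescence. Also added: DAMGO in two steps, submaximal then maximal. Read-out: B score from integrated Fluo4 fluorescence ratio.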
TRPC4 PAM = allosteric potentiators of mouse TRPC4 channel; Q9QUQ5; HEK293 TRPC4beta/mu-opioid, DAMGO EC20, Fluo-4 Ca2+ flux; active compounds read high; B-score at 10 µM; actives 0.42% (n = 310,000); AID 2227;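 active means B-score of calcium response area above 5 SD of library B-scores, with initial fluorescence ratio within 5 SD of library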;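 further: B-score of integrated fluorescence ratio over time as area under calcium response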
TRPC6 act = activators of mouse TRPC6 channel; Q61143; HEK293-TRPC6 membrane potential dye fluorescence; active compounds read high; B-score at 10 µM; actives 0.13% (n = 310,000);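 active means B-score of the integrated fluorescence ratio above library mean plus 3 SD, and starting fluorescence ratio within library mean plus 5 SD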;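 further: higher score means more depolarization so channel activation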
TMEM16A inh = inhibitors of mouse TMEM16A calcium-activated chloride channel; AID 588511; actives 1.2% (n = 310,000); normalized B-score (activity score, 25-100; higher = stronger inhibition) at 10 µM; Q8BHY3; HEK293 TMEM16A/YFP iodide influx fluorescence, ionomycin;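 active means ratio plate-corrected score three or more library SD toward inhibition, starting fluorescence score within five deviations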;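 further: score derived from kinetic fluorescence span divided by baseline fluorescence per well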
ANO1 activ = activates or potentiates the mouse TMEM16A chloride channel | Q8BHY3 | HEK293 TMEM16A/YFP-H148Q/I152L, iodide quench fluorescence; active compounds read low | actives 0.3% (n = 340,000) | B-score at 10 µM;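 active means fluorescence-ratio B-score plate-corrected deviation score at least 3 library SD below zero, with starting fluorescence score within 5 deviations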;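 further: channel opened by trigger with iodide after compound preincubation; score built on the fluorescence ratio of max minus min over baseline; more negative score means more quench and so TMEM16A activation or potentiation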
MrgX1 ag = activates human MrgX1 receptor signaling; MrgX1-HEK293 cells, Fluo-4 calcium fluorescence, agonist mode; active compounds read high; Q96LB2; B-score at 10 µM; actives 0.44% (n = 310,000);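 active means calcium response B-score plate-corrected fluorescence ratio at least 3 library SD, with starting fluorescence B-score inside 5 SD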
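Assay system: MrgX1-expressing HEK293 cells / Amount: fifteen thousand cells per well / Doses: test compound in the initial addition of three / Timing: cells plated overnight, dye loaded 0.5 h 37 °C, 0.5 h room temperature / Technique: kinetic calcium dye fluorescence, Fluo-4 NW / Control set: positive and negative controls per plate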
MrgX1 antag = blocks BAM8-22 activation of human MrgX1 receptor; Q96LB2; actives 1.3% (n = 310,000); B-score at 10 µM; MRGX1-HEK293 calcium flux, Fluo-4, BAM8-22 antagonism; active compounds read low;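 active means calcium-response B-score plate-corrected more than 3 library SD below zero, starting fluorescence within 5 deviations, no agonist response on first addition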;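 further: peak minus trough fluorescence over baseline after final BAM8-22 challenge near maximal dose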
TRPC4 act = activators of mouse TRPC4 channel; Q9QUQ5; HEK293 TRPC4beta/mu-opioid, Fluo4 calcium fluorescence; active compounds read high; B-score at 10 µM; actives 0.49% (n = 310,000); AID 2237;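 active means B-score above 5 SD of library B-scores, and initial fluorescence ratio not above library mean plus 5 SD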;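 further: positive B-score marks a calcium rise read as TRPC4 activation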
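Technique: kinetic Fluo4 calcium fluorescence; Test system: TRPC4beta and mu-opioid receptor HEK293 stable cells; Measure: B-scored integrated calcium fluorescence ratio; Benchmarks: low control buffer alone, high control maximal DAMGO; Schedule: 45 min room-temperature Fluo4 loading, 110 s read.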
An asterisk follows results filed as active. Compounds were not picked by outcome; any-hit rate near 5.8%.

How did Cc1ccc(NC(=O)Nc2ccc(C(=O)N3CCOCC3)cc2)cc1 do in these assays?
RGS4 block: inactive; MrgX1 allo act: inactive; TRPC6 inh: inactive; TRPC4 block: inactive; TRPC4 PAM: inactive; TRPC6 act: inactive; TMEM16A inh: inactive; ANO1 activ: inactive; MrgX1 ag: inactive; MrgX1 antag: inactive; TRPC4 act: inactive

How did CC1(C)C(=O)NCCN1C(=O)CC1C(=O)NCCN1CC(c1ccccc1)c1ccccc1 (stereo not given) do in these assays?
RGS4 block: inactive; MrgX1 allo act: inactive; TRPC6 inh: inactive; TRPC4 block: inactive; TRPC4 PAM: inactive; TRPC6 act: inactive; TMEM16A inh: inactive; ANO1 activ: inactive; MrgX1 ag: inactive; MrgX1 antag: inactive; TRPC4 act: inactive

What do the screens show for `O=C(CCN1C(=O)/C(=C\c2ccc(F)cc2)SC1=S)Nc1ccc(O)cc1`?
RGS4 block: inactive; MrgX1 allo act: inactive; TRPC6 inh: inactive; TRPC4 block: inactive; TRPC4 PAM: inactive; TRPC6 act: inactive; TMEM16A inh: inactive; ANO1 activ: inactive; MrgX1 ag: inactive; MrgX1 antag: inactive; TRPC4 act: inactive

Results for O=C(Nc1ccccc1C(=O)N/N=C/c1ccco1)c1ccccc1 ?
RGS4 block: inactive; MrgX1 allo act: inactive; TRPC6 inh: inactive; TRPC4 block: inactive; TRPC4 PAM: inactive; TRPC6 act: inactive; TMEM16A inh: inactive; ANO1 activ: inactive; MrgX1 ag: inactive; MrgX1 antag: inactive; TRPC4 act: inactive

What do the screens show for `Cc1cc(C(=O)OCC(=O)NCc2ccco2)c(C)n1-c1ccccc1`?
RGS4 block: inactive; MrgX1 allo act: inactive; TRPC6 inh: inactive; TRPC4 block: inactive; TRPC4 PAM: inactive; TRPC6 act: inactive; TMEM16A inh: inactive; ANO1 activ: inactive; MrgX1 ag: inactive; MrgX1 antag: inactive; TRPC4 act: inactive

What do the screens show for `O=C(CCCNS(=O)(=O)c1cccc2nsnc12)NCCc1ccccc1`?
RGS4 block: inactive; MrgX1 allo act: inactive; TRPC6 inh: inactive; TRPC4 block: inactive; TRPC4 PAM: inactive; TRPC6 act: inactive; TMEM16A inh: inactive; ANO1 activ: inactive; MrgX1 ag: inactive; MrgX1 antag: inactive; TRPC4 act: inactive

What do the screens show for `O=C(NNS(=O)(=O)c1ccc(F)cc1)C1CC(c2cccnc2)=NO1` (stereo not given)?
RGS4 block: inactive; MrgX1 allo act: inactive; TRPC6 inh: inactive; TRPC4 block: inactive; TRPC4 PAM: inactive; TRPC6 act: inactive; TMEM16A inh: inactive; ANO1 activ: inactive; MrgX1 ag: inactive; MrgX1 antag: inactive; TRPC4 act: inactive

Results for O=C(COC(=O)CNC(=O)c1ccccc1)NCCc1ccccc1 ?
RGS4 block: inactive; MrgX1 allo act: inactive; TRPC6 inh: inactive; TRPC4 block: inactive; TRPC4 PAM: inactive; TRPC6 act: inactive; TMEM16A inh: inactive; ANO1 activ: inactive; MrgX1 ag: inactive; MrgX1 antag: inactive; TRPC4 act: inactive

Results for CN(Cc1ccc(F)cc1)C(=O)c1cccc(S(=O)(=O)N2CCN(c3ccc(F)cc3)CC2)c1 ?
RGS4 block: inactive; MrgX1 allo act: inactive; TRPC6 inh: inactive; TRPC4 block: inactive; TRPC4 PAM: inactive; TRPC6 act: inactive; TMEM16A inh: 25*; ANO1 activ: inactive; MrgX1 ag: inactive; MrgX1 antag: inactive; TRPC4 act: inactive

Results for N#CC1=C(N)Oc2c(ccc3cccnc23)C1c1ccccc1 (stereo not given) ?
RGS4 block: inactive; MrgX1 allo act: inactive; TRPC6 inh: inactive; TRPC4 block: inactive; TRPC4 PAM: inactive; TRPC6 act: inactive; TMEM16A inh: inactive; ANO1 activ: inactive; MrgX1 ag: inactive; MrgX1 antag: inactive; TRPC4 act: inactive

Results for COc1cccc(OC)c1C(=O)Nc1nc(-c2ccccc2)cs1 ?
RGS4 block: inactive; MrgX1 allo act: inactive; TRPC6 inh: inactive; TRPC4 block: inactive; TRPC4 PAM: inactive; TRPC6 act: inactive; TMEM16A inh: inactive; ANO1 activ: inactive; MrgX1 ag: inactive; MrgX1 antag: inactive; TRPC4 act: inactive

How did CCc1ccc2[nH]c(=O)c(CN(Cc3ccc4c(c3)OCO4)C(=O)c3ccco3)cc2c1 do in these assays?
RGS4 block: inactive; MrgX1 allo act: inactive; TRPC6 inh: inactive; TRPC4 block: inactive; TRPC4 PAM: inactive; TRPC6 act: inactive; TMEM16A inh: inactive; MrgX1 ag: inactive; MrgX1 antag: inactive; TRPC4 act: inactive

How did C=CCN(CC=C)CCOc1ccc(OC(C)C)cc1 do in these assays?
RGS4 block: inactive; MrgX1 allo act: inactive; TRPC6 inh: inactive; TRPC4 block: inactive; TRPC4 PAM: inactive; TRPC6 act: inactive; TMEM16A inh: inactive; ANO1 activ: inactive; MrgX1 ag: inactive; MrgX1 antag: inactive; TRPC4 act: inactive

Results for Cc1ccc(NC(=O)Nc2ncccc2C)cc1 ?
RGS4 block: inactive; MrgX1 allo act: inactive; TRPC6 inh: inactive; TRPC4 block: inactive; TRPC4 PAM: inactive; TRPC6 act: inactive; TMEM16A inh: inactive; ANO1 activ: inactive; MrgX1 ag: inactive; MrgX1 antag: inactive; TRPC4 act: inactive

Results for COCOc1ccc(C=O)cc1OCOC ?
RGS4 block: inactive; MrgX1 allo act: inactive; TRPC6 inh: inactive; TRPC4 block: inactive; TRPC4 PAM: inactive; TRPC6 act: inactive; TMEM16A inh: inactive; ANO1 activ: inactive; MrgX1 ag: inactive; MrgX1 antag: inactive; TRPC4 act: inactive

Results for CC(C)c1nc(C#N)c(NN)o1 ?
RGS4 block: inactive; MrgX1 allo act: inactive; TRPC6 inh: inactive; TRPC4 block: inactive; TRPC4 PAM: inactive; TRPC6 act: inactive; TMEM16A inh: inactive; ANO1 activ: inactive; MrgX1 ag: inactive; MrgX1 antag: inactive; TRPC4 act: inactive

What do the screens show for `COC(=O)c1cn(-c2ccc(F)cc2)c(=O)c2ccccc12`?
RGS4 block: inactive; MrgX1 allo act: inactive; TRPC6 inh: inactive; TRPC4 block: inactive; TRPC4 PAM: inactive; TRPC6 act: inactive; TMEM16A inh: inactive; ANO1 activ: inactive; MrgX1 ag: inactive; MrgX1 antag: inactive; TRPC4 act: inactive

How did Cc1ccccc1OCC(=O)OCC(=O)c1ccc(OCc2ccccc2)cc1 do in these assays?
RGS4 block: inactive; MrgX1 allo act: inactive; TRPC6 inh: inactive; TRPC4 block: inactive; TRPC4 PAM: inactive; TRPC6 act: inactive; TMEM16A inh: inactive; ANO1 activ: inactive; MrgX1 ag: inactive; MrgX1 antag: inactive; TRPC4 act: inactive

Results for CCN(CC)c1ccc2c(O)cc(=O)oc2c1 ?
RGS4 block: inactive; MrgX1 allo act: inactive; TRPC6 inh: inactive; TRPC4 block: inactive; TRPC4 PAM: inactive; TRPC6 act: inactive; TMEM16A inh: inactive; ANO1 activ: inactive; MrgX1 ag: inactive; MrgX1 antag: inactive; TRPC4 act: inactive

How did COc1ccc(NC(=O)CSc2nc(C)cc(C)n2)c([N+](=O)[O-])c1 do in these assays?
RGS4 block: inactive; MrgX1 allo act: inactive; TRPC6 inh: inactive; TRPC4 block: inactive; TRPC4 PAM: inactive; TRPC6 act: inactive; TMEM16A inh: inactive; ANO1 activ: inactive; MrgX1 ag: inactive; MrgX1 antag: inactive; TRPC4 act: inactive

How did COc1ccccc1C(=O)Nc1cc2c(ccc3ccccc32)oc1=O do in these assays?
RGS4 block: inactive; MrgX1 allo act: inactive; TRPC6 inh: inactive; TRPC4 block: inactive; TRPC4 PAM: inactive; TRPC6 act: inactive; TMEM16A inh: inactive; MrgX1 ag: inactive; MrgX1 antag: inactive; TRPC4 act: inactive

How did O=S1(=O)N=C2CCCCCN2C(c2ccncc2)N1 (stereo not given) do in these assays?
RGS4 block: inactive; MrgX1 allo act: inactive; TRPC6 inh: inactive; TRPC4 block: inactive; TRPC4 PAM: inactive; TRPC6 act: inactive; TMEM16A inh: inactive; ANO1 activ: inactive; MrgX1 ag: inactive; MrgX1 antag: inactive; TRPC4 act: inactive

What do the screens show for `COc1ccc(-c2nc3cccc(C)n3c2NCC2CCCO2)cc1O` (stereo not given)?
RGS4 block: inactive; MrgX1 allo act: inactive; TRPC6 inh: -6*; TRPC4 block: inactive; TRPC4 PAM: inactive; TRPC6 act: inactive; TMEM16A inh: inactive; ANO1 activ: inactive; MrgX1 ag: inactive; MrgX1 antag: inactive; TRPC4 act: inactive

Results for COc1ccc(-c2nc(-c3cccs3)c(-c3cccs3)[nH]2)cc1O ?
RGS4 block: inactive; MrgX1 allo act: inactive; TRPC6 inh: inactive; TRPC4 block: inactive; TRPC4 PAM: inactive; TRPC6 act: inactive; TMEM16A inh: inactive; ANO1 activ: inactive; MrgX1 ag: inactive; MrgX1 antag: inactive; TRPC4 act: inactive

Results for CCCCNc1nc(-c2ccccc2)cc(C(F)(F)F)c1C(N)=O ?
RGS4 block: inactive; MrgX1 allo act: inactive; TRPC6 inh: inactive; TRPC4 block: inactive; TRPC4 PAM: inactive; TRPC6 act: inactive; TMEM16A inh: inactive; ANO1 activ: inactive; MrgX1 ag: inactive; MrgX1 antag: inactive; TRPC4 act: inactive

Results for COc1cccc(OC)c1OCCCCCc1c(C)n[nH]c1C ?
RGS4 block: inactive; MrgX1 allo act: inactive; TRPC6 inh: inactive; TRPC4 block: inactive; TRPC4 PAM: inactive; TRPC6 act: inactive; TMEM16A inh: inactive; ANO1 activ: inactive; MrgX1 ag: inactive; MrgX1 antag: inactive; TRPC4 act: inactive

How did CN(CCCC1CCCC1)C(=O)CC1C(=O)NCCN1Cc1cccc(F)c1F (stereo not given) do in these assays?
RGS4 block: inactive; MrgX1 allo act: inactive; TRPC6 inh: inactive; TRPC4 block: inactive; TRPC4 PAM: inactive; TRPC6 act: inactive; TMEM16A inh: inactive; ANO1 activ: inactive; MrgX1 ag: inactive; MrgX1 antag: inactive; TRPC4 act: inactive
